M1 ag = activates human CHRM1 receptor; P11229; CHO-K1 hM1, Fluo-8 calcium fluorescence, agonist mode; 0% DMSO, 100% acetylcholine EC100; activation, % at 3 µM; 360,000 compounds, 0.33% hits; AID 588814;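 active = activation above the run's mean compound activation plus 3 SD, cut at about 16% in these data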;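 note: peak over basal fluorescence ratio within a 140 s kinetic read after compound addition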
Target sequence (P11229 whole entry, looked up): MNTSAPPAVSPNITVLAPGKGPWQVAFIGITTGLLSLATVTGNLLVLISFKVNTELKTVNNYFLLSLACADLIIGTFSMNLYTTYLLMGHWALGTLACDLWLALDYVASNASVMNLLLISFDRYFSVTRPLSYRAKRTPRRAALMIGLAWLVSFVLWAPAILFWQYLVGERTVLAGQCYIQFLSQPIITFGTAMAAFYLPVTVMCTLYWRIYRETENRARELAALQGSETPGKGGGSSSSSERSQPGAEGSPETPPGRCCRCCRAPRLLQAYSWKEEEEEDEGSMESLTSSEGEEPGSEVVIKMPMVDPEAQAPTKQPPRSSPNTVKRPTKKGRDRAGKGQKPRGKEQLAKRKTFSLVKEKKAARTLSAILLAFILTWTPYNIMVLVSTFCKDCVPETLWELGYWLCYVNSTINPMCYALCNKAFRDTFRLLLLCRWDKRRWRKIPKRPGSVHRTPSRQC
M5 ag = CHRM5 agonism in calcium assay | CHO-K1 hM5 cells, Fluo-8 calcium fluorescence; 0% DMSO wells, 100% maximal acetylcholine response | activation, % at 3 µM | 360,000 compounds, 0.19% hits;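 active = activation above the run's mean over test compounds plus 3 SD, cut at about 23% in these data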;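 note: signal is peak over basal fluorescence ratio across the kinetic read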
CHRM1 PAM = human CHRM1 positive allosteric modulation. P11229. CHO-K1 hM1, Fluo-8 calcium fluorescence, ACh EC20; 0% = ACh EC20, 100% = maximal ACh. activation, % at 3 µM. 360,000 compounds, 0.088% hits. AID 588819; in the data active = activation above about 19%, passing the limit was not always enough
M5 PAM = CHRM5 positive allosteric modulation. 360,000 compounds, 0.3% hits. activation, % at 3 µM. P08912. CHO-K1 hM5, Fluo-8 calcium, ACh EC20 PAM; 0% = ACh EC20, 100% = ACh EC100;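 active = activation above the run cutoff, the mean activation of all test compounds plus 3 SD, cut at about 18% in these data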
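Replicates: One well per compound, no replicates | System: Human M5 receptor in CHO-K1 cells | Benchmarks: Low control EC20 acetylcholine (0%), high control EC100 acetylcholine (100%) | Probe or stimulus: Acetylcholine, EC20 level | Times: Fluo-8 loading 80 min at 37 °C plus 30 min room temperature | Signal: Intracellular calcium via Fluo-8 fluorescence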
TAAR1 ag = human TAAR1 agonism | Q96RJ0 | CHO RD-HGA16 TAAR1, Fluo-8 calcium fluorescence; vehicle wells 0%, saturating PEA agonist 100% | activation, % at 3 µM | 360,000 compounds, 0.99% hits | AID 624467;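 active = activation above the mean activation of all test compounds in the run plus 3 SD, cut at about 38% in these data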
Target sequence (Q96RJ0 whole entry, looked up): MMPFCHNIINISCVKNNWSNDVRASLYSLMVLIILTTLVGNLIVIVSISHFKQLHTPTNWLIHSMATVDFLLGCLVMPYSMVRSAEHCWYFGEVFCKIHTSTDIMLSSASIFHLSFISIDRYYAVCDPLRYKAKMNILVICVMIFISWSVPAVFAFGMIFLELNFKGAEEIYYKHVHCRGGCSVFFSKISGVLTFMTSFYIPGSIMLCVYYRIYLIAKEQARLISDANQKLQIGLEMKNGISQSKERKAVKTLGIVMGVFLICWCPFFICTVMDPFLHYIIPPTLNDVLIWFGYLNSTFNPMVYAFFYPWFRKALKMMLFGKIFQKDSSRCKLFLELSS
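Test system: RD-HGA16 (CHO) cells co-expressing Gα16 and hTAAR1 / Benchmarks: DMSO vehicle as 0%, PEA at EC100 as 100% / Repeats: no replicates (n 1) / Measure: % activation from peak over basal fluorescence ratio, DMSO-to-PEA scaled / Timing: 17-24 h plating, Fluo-8 75 min 37 °C, 30 min RT / Technique: kinetic Fluo-8 calcium fluorescence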
CHRM4 agonist = CHRM4 agonism in calcium assay; 360,000 compounds, 0.14% hits; P08173; AID 624127; CHO-K1 hM4/Gqi5, Fluo-8 calcium fluorescence; vehicle 0%, full acetylcholine response 100%; activation, % at 3 µM;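 active = activation above the run mean over all test wells plus 3 SD, cut at about 32% in these data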;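 note: peak over basal fluorescence ratio per well then scaled between controls; 0% = DMSO wells and 100% = acetylcholine at EC100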
M1 antag = antagonists of human M1 muscarinic receptor. CHO-K1 hM1, Fluo-8 calcium fluorescence, ACh EC80 antagonist. inhibition, % at 3 µM. 360,000 compounds, 1.3% hits;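 active = percent inhibition above its own plate's cutoff, namely the mean of that plate's compound wells plus 3 SD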;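 note: peak over basal fluorescence ratio during 140 s after agonist addition; 0% = ACh EC80 plus DMSO and 100% = DMSO alone without agonist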
M5 antag = CHRM5 antagonism in calcium assay | P08912 | CHO-hM5 cells, Fluo-8 calcium fluorescence, ACh EC80 | inhibition, % at 3 µM | 360,000 compounds, 0.59% hits | AID 624040;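 active = inhibition above a per-plate cutoff, the mean of that plate's test compounds plus 3 SD, cut at about 27% in these data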;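 note: 0% = acetylcholine EC80 with DMSO and 100% = DMSO without agonist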
CHRM4 antagonist = antagonists of human muscarinic M4 receptor (CHRM4); P08173; CHO-hM4 cells, ACh EC80, Fluo-8 calcium fluorescence; inhibition, % at 3 µM; 360,000 compounds, 0.73% hits; AID 624125;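 active = inhibition above its plate's cutoff, the mean inhibition of sample wells plus 3 SD, cut at about 27% in these data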;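 note: 0% = acetylcholine EC80 with DMSO and 100% = DMSO without agonist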
An asterisk follows results filed as active. Some of the compounds tested; count on the stated rates, not on these rows.

SMILES	M1 ag	M5 ag	CHRM1 PAM	M5 PAM	TAAR1 ag	CHRM4 agonist	M1 antag	M5 antag	CHRM4 antagonist
COC(=O)C1=C(C)N(Cc2ccco2)C(=O)/C1=C\c1ccc([N+](=O)[O-])cc1	4	12	-3	-2	5	9	20	19	12
COc1ccc(N2CCN(C(=O)c3ccc(Cn4nc(C)c([N+](=O)[O-])c4C)o3)CC2)cc1	-1	1	2	-8	3	16	-1	2	-13
COc1ccc(C(=O)NNC(=O)COc2ccc(Cl)cc2)c(OC)c1	1	-2	11	6	4	2	-3	-14	-16
COc1cc(O)c2c(=O)cc(-c3ccccc3)oc2c1	-6	4	-2	-4	1	0	-1	8	6
COc1cc(C(=O)Nc2ccc(-c3nnc(-c4ccco4)o3)cc2)cc(OC)c1OC	0	4	4	-7	11	9	-3	2	2
Cc1nnc(NC(=O)CC(NC(=O)C(F)(F)F)c2ccccc2)s1 (stereo unspecified)	-5	-1	-3	1	0	1	-4	-7	-13
O=C(Cn1cnc([N+](=O)[O-])n1)c1ccccc1	1	-4	5	1	1	2	-7	7	0
COc1ccc(NC(=S)NC(NC(=O)c2ccccc2Cl)C(Cl)(Cl)Cl)c([N+](=O)[O-])c1 (stereo unspecified)	1	7	-3	-5	5	9	1	4	-1
CCOc1ccc(CNC(=O)c2ccc(Sc3ccc(C)cc3)c(NC(C)=O)c2)cc1OC	-4	-2	6	-2	2	5	-6	8	4
O=S(=O)(c1ccc(Br)cc1)N1CCN(Cc2ccco2)CC1	-4	-2	2	-2	0	1	5	2	7
CCCC(=O)NC(c1ccc(N(C)C)cc1)c1c(O)ccc2ccccc12 (stereo unspecified)	-7	-3	10	5	-1	0	-7	-4	8
O=C(/C=C/c1ccc2c(c1)OCO2)N1CCOCC1	-2	0	5	9	16	1	-23	-9	2
Cc1ccc(CC(=O)N2CCN(c3ccc([N+](=O)[O-])cc3)CC2)cc1	-5	0	6	-16	-1	10	-7	6	-2
CCOCc1c(C(=O)NC2CCCCCC2)oc2ccccc12	-4	-2	5	7	18	-2	-2	-1	0
N#CCSc1ccccc1NC(=O)CN1C(=O)NC(CCc2ccccc2)C1=O (stereo unspecified)	-2	1	2	-2	5	1	-3	8	-5
NCCCC[C@H]1CNC(=O)C(=O)N1CCC12CC3CC(CC(C3)C1)C2	-12	-1	-2	1	10	2	3	11	9
Cc1sc2nc(COC(=O)C(NC(=O)c3ccc(Cl)cc3Cl)C(C)C)[nH]c(=O)c2c1C (stereo unspecified)	-5	-1	2	-7	3	-1	-6	-2	-7
O=[N+]([O-])c1cccc(OCCN2CCC(Cc3ccccc3)CC2)c1	-7	-20	-26	-4	3	4	91*	6	12
O=C(NS(=O)(=O)c1ccc(Cl)s1)c1ccccc1	-2	4	-3	-2	-1	0	-1	6	8
COc1ccc(OC)c(S(=O)(=O)Nc2ccccc2C(=O)N2CCCCC2)c1	0	1	-8	-3	1	1	20	1	-8

Given with values ahead of the structure: 2 of the compounds above.
M1 ag	M5 ag	CHRM1 PAM	M5 PAM	TAAR1 ag	CHRM4 agonist	M1 antag	M5 antag	CHRM4 antagonist	SMILES
-4	-2	6	-2	2	5	-6	8	4	CCOc1ccc(CNC(=O)c2ccc(Sc3ccc(C)cc3)c(NC(C)=O)c2)cc1OC
-4	-2	2	-2	0	1	5	2	7	O=S(=O)(c1ccc(Br)cc1)N1CCN(Cc2ccco2)CC1

The main list resumes; the 4 compounds before the break are reprinted first.
SMILES	M1 ag	M5 ag	CHRM1 PAM	M5 PAM	TAAR1 ag	CHRM4 agonist	M1 antag	M5 antag	CHRM4 antagonist
Cc1sc2nc(COC(=O)C(NC(=O)c3ccc(Cl)cc3Cl)C(C)C)[nH]c(=O)c2c1C (stereo unspecified)	-5	-1	2	-7	3	-1	-6	-2	-7
O=[N+]([O-])c1cccc(OCCN2CCC(Cc3ccccc3)CC2)c1	-7	-20	-26	-4	3	4	91*	6	12
O=C(NS(=O)(=O)c1ccc(Cl)s1)c1ccccc1	-2	4	-3	-2	-1	0	-1	6	8
COc1ccc(OC)c(S(=O)(=O)Nc2ccccc2C(=O)N2CCCCC2)c1	0	1	-8	-3	1	1	20	1	-8
CCCC1(C(=O)OC)NC(c2ccc(OC)c(OC)c2)C2C(=O)N(c3ccc4c(c3)OCO4)C(=O)C21 (stereo unspecified)	1	3	3	1	11	1	2	5	-8
CCc1ccc(NS(=O)(=O)c2c(C)nc3sc(CC)nn3c2=O)cc1	-8	-1	-12	-10	3	7	5	2	-1
C[C@@H]1CN([C@@H](C)CO)C(=O)CCCn2nncc2CO[C@H]1CN(C)Cc1ccc(-c2ccccc2)cc1	-11	-2	-6	7	1	1	-5	-12	-4
Cc1ccccc1CSc1nc(-c2ccccc2)cc(=O)[nH]1	-7	-2	6	0	0	0	-6	0	5
O=S(=O)(Nc1cc(S(=O)(=O)N2CCOCC2)ccc1O)c1ccc2c(c1)OCCCO2	1	0	2	-10	21	7	-2	7	-27
CCn1c(COc2ccccc2C)nnc1SCC(=O)CC(=O)Nc1ccccc1OC	-6	-1	2	-1	8	0	4	2	2
CC1CCc2c(sc3nc(C(C)(C)C)nc(N4CCN(C(=O)CCl)CC4)c23)C1 (stereo unspecified)	-5	-7	-1	-8	0	-1	1	8	15
O=C(NCc1ccncc1)C1Cc2c(-c3ccccc3Oc3ccccc3)ccnc2O1 (stereo unspecified)	-1	3	18	-6	4	5	-20	6	-9
COc1ccc(S(=O)(=O)n2oc(=O)cc2-c2ccccc2)cc1	-5	-5	3	-3	5	0	4	0	-4
CCn1cc(C2N3CC4(C)CN2CC(C)(C3)C4=O)c2ccccc21 (stereo unspecified)	-1	1	12	1	0	1	-17	-2	-14
COC(=O)c1coc(-c2ccc(C)cc2)c1C(=O)OC	-5	-6	-1	-4	10	-1	-8	4	-4
COc1ccc(NC(=O)CN(Cc2ccccc2)S(C)(=O)=O)cc1OC	-6	-1	4	1	1	2	-2	2	-10
COc1cccc(-c2sc3ccc(OC)cc3c2-c2ccc(OCCN(C)C)cc2)c1	-3	-3	7	5	37	4	-2	7	9
NS(=O)(=O)c1ccc(O)c(NC(=O)c2ccc([N+](=O)[O-])o2)c1	-1	-3	16	1	0	0	-17	2	0
CCOc1ccc(-c2noc(=O)[nH]2)cc1	-4	-4	9	-1	12	0	-5	-7	2
COc1ccc(C(=O)N/C(=C\c2ccccc2)C(=O)Nc2cccc(C(=O)O)c2)cc1	-4	3	5	1	3	0	-13	-8	7
O=C(N/C=C/c1ccccc1)Nc1ccc(Cl)cc1	-1	-1	0	-3	23	2	2	-9	-2
COc1ccccc1N1CCN(C(=O)c2c(-c3c(Cl)cccc3Cl)noc2C)CC1	1	0	-3	-12	12	9	-16	3	-5
CNC(=O)C[C@H]1C(=O)N(c2ccc(OC)cc2)C[C@@H]1CSC	-2	1	-1	6	1	0	-4	-7	-6
O=C(CCN1C(=O)c2ccccc2C1=O)Nc1sc2c(c1C(=O)NCc1ccco1)CCCC2	-4	0	1	-3	2	-1	4	4	2
CCCS(=O)(=O)NC(=O)C1(C)CCN(C(=O)c2ccc(C#N)cc2)C1 (stereo unspecified)	1	-1	8	0	2	1	-14	7	5
Fc1ccc(CNCc2ccccc2Cl)cc1	-5	-1	-3	3	1	1	10	2	1
Cc1nnc(SCC(=O)N(CC(C)C)c2c(N)n(Cc3ccccc3)c(=O)[nH]c2=O)n1N	0	4	12	2	0	1	-18	5	-11
O=C1NC2(CCCCC2)Oc2ccccc21	-3	-2	1	2	2	-1	7	-3	12
CC1CC(C)CN(C(=O)COC(=O)c2cc([N+](=O)[O-])ccc2N2CCOCC2)C1 (stereo unspecified)	-3	-4	-3	-1	4	2	14	-3	4
CCOc1ccc(C(=O)N[C@H](C(=O)N2CCN(c3ncccn3)CC2)C(C)C)cc1	-3	0	7	0	4	0	-21	0	-4
Cc1ccc(OCC(O)CN2CCN(c3ccc(C)cc3)CC2)cc1 (stereo unspecified)	-2	8	0	0	0	1	0	-14	1
O=C1C=C(c2ccc(CO)cc2)C[C@@H](c2ccc(F)cc2)C1	-3	3	0	-4	3	4	-5	1	8
Cc1cc(C)n2c(SCC(=O)Nc3ccccc3)nnc2n1	-3	0	-4	-2	1	1	4	-2	-1
CC(OC(=O)CCN=C1NS(=O)(=O)c2ccccc21)C(=O)Nc1ccc(S(N)(=O)=O)cc1 (stereo unspecified)	-4	1	4	-5	-1	1	-11	6	-8
Cc1ccc2oc(C(=O)N(Cc3ccncc3)CC3CCCO3)c(C)c2c1 (stereo unspecified)	-1	-2	5	1	3	1	-4	5	-3
O=C(OCCN1C(=O)c2ccccc2C1=O)c1ccco1	-2	-8	4	19*	1	1	-9	-7	-9
CC(C)(C)OC(=O)N1CCC(C(=O)N2CCCCCC2)CC1	-3	-1	7	0	11	2	-8	-2	2
CCCC[C@H]1COCCS(=O)(=O)N1Cc1cccc(F)c1	-9	-11	2	-3	10	0	-7	2	-15
Cc1ccc(S(=O)(=O)Nc2cccc(C(=O)NCC(c3ccc(F)cc3)N3CCOCC3)c2)cc1 (stereo unspecified)	-6	0	0	5	13	2	1	2	10

Structures listed above printed as active in M1 antag:
SMILES	M1 ag	M5 ag	CHRM1 PAM	M5 PAM	TAAR1 ag	CHRM4 agonist	M1 antag	M5 antag	CHRM4 antagonist
O=[N+]([O-])c1cccc(OCCN2CCC(Cc3ccccc3)CC2)c1	-7	-20	-26	-4	3	4	91*	6	12

Some entries already given with just TAAR1 ag.
compound	TAAR1 ag
CCCS(=O)(=O)NC(=O)C1(C)CCN(C(=O)c2ccc(C#N)cc2)C1 (stereo unspecified)	2
Cc1nnc(SCC(=O)N(CC(C)C)c2c(N)n(Cc3ccccc3)c(=O)[nH]c2=O)n1N	0
Cc1ccc2oc(C(=O)N(Cc3ccncc3)CC3CCCO3)c(C)c2c1 (stereo unspecified)	3
O=C1C=C(c2ccc(CO)cc2)C[C@@H](c2ccc(F)cc2)C1	3

Assay outcomes from PubChem BioAssay.
